Assay outcomes deposited in PubChem BioAssay by SRMLSC.
E coli WT inh: blocks growth of wild type E. coli BW25113 | E. coli BW25113 growth inhibition, OD600 | inhibition, % at 10 µM | 20,000 compounds, 0.05% hits | AID 552; in the data active = inhibition above about 40%;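 also: bacteria exposed to compound for 20 hours at 37 °C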
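Material: bacterial strain in a whole-cell growth screen; Amount: inoculum from a 1:1000 dilution of a 1.5 h subculture; Buffer or medium: LB plus kanamycin 50 µg/mL; Dosing: one dose, 10 µM final; Times: compound exposure of 20 h at 37 °C; Measured by: absorbance at 615 nm as a measure of bacterial growth.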
Starred values were filed as active, the others as inactive. Not all compounds are listed; the hit share may differ from the screen's.

Compound	E coli WT inh
O=C(OCc1ccc2c(c1)OCO2)c1ccc(S(=O)(=O)N2CCCC2)cc1	-10
Cc1cc(C)nc(N(C#N)CCOc2ccccc2)n1	2
CCOC(=O)C1CCCN(C(=O)Nc2cccc(Cl)c2)C1 (centres undefined)	2
O=C1c2ccccc2C(=O)N1CCn1c(=O)oc2ccccc21	-29
Cc1ccc(S(=O)(=O)NCCNC(=O)c2ccccc2)cc1	-3
CCOc1ccc(-c2nnc3sc(-c4c(OC)cccc4OC)nn23)cc1	-1
O=C(Nc1nnc(-c2ccc(Cl)cc2)o1)C1CCCCC1	3
Cc1cccc(OCCNC(=O)c2ncn[nH]2)c1	1
Cc1nnc(SCc2nnc(-c3ccccc3Br)o2)n1-c1ccccc1	-1
O=C(CSc1nnc(Cc2ccccc2)o1)NCCc1ccccc1	-19
CCOCCn1c(CN2CCC(Cc3ccccc3)CC2)nc2c1c(=O)n(C)c(=O)n2C	1
COc1ccc(C(=O)Nc2cccc(C)c2)cc1S(=O)(=O)N1CCOCC1	14
COc1ccc(CC(=O)Nc2ccc(-c3nnc(-c4ccc(C)cc4)o3)cc2)cc1	-4
c1ccc(Cn2nnnc2CN2CCCC2)cc1	-1
COCCCn1c(SCC(=O)Nc2ccc(C(=O)OC)cc2)nc2ccccc2c1=O	-22
COC(=O)c1c(NC(=O)C2CCC2)sc(C(=O)N(C)C)c1C	-9
Cc1nn(-c2ccccc2)c(C)c1NS(=O)(=O)c1ccccc1	-17
COc1ccccc1-n1c(-c2cccnc2)n[nH]c1=S	1
Cc1ccccc1NC(=O)C1CCCN(S(=O)(=O)c2cccc3cccnc23)C1 (centres undefined)	15
COc1ccc(Cl)cc1NC(=O)CSc1nc(N2CCCCC2)nc(N2CCCCC2)n1	-9
CN(Cc1cccs1)C(=O)CCc1ccc(S(=O)(=O)N2CCOCC2)cc1	-4
COc1ccc2nc(CC(C)(C)CC(=O)O)c[n+]([O-])c2c1	-1
CCC(C)NC(=O)c1cn(CC)c2ccc(S(=O)(=O)N(C)C)cc2c1=O (centres undefined)	0
Nc1nnc(SCCOc2ccccc2)s1	-1
Cc1ccc(-n2c(SCC(=O)NCc3ccco3)nc3sc(C)c(C)c3c2=O)cc1	-18
CC12CCC(C(=O)N3CCN(Cc4ccccc4)CC3)(OC1=O)C2(C)C (centres undefined)	6
Cn1c(=O)c2[nH]cnc2n(-c2ccccc2)c1=O	-16
COCCN(C(=O)CNC(=O)c1ccco1)C(C(=O)NC1CCCCC1)c1cccc(OC)c1 (centres undefined)	-1
CC1(C)CC(=O)C=C(NCc2ccncc2)C1	-1
CCc1cc2c(=O)n(-c3ccccc3)cnc2s1	6

Compounds above that have an NH in an aromatic ring:
Compound	E coli WT inh
Cc1cccc(OCCNC(=O)c2ncn[nH]2)c1	1
COc1ccccc1-n1c(-c2cccnc2)n[nH]c1=S	1
Cn1c(=O)c2[nH]cnc2n(-c2ccccc2)c1=O	-16

Another view of some results above.
CC12CCC(C(=O)N3CCN(Cc4ccccc4)CC3)(OC1=O)C2(C)C (centres undefined)
  E coli WT inh: 6

Cc1ccc(-n2c(SCC(=O)NCc3ccco3)nc3sc(C)c(C)c3c2=O)cc1
  E coli WT inh: -18

CC1(C)CC(=O)C=C(NCc2ccncc2)C1
  E coli WT inh: -1

CCC(C)NC(=O)c1cn(CC)c2ccc(S(=O)(=O)N(C)C)cc2c1=O (centres undefined)
  E coli WT inh: 0

Further records:
Compound	E coli WT inh
COC(=O)c1ccc(CSc2nc3ccccc3o2)cc1	-15
CC(=O)c1cccc(NC(=O)C2CCCN(S(=O)(=O)c3ccc(F)cc3)C2)c1 (centres undefined)	-19
CCOC(=O)C1CCCN(C/C(O)=C(\C#N)c2nc(-c3ccc(Cl)cc3)cs2)C1 (centres undefined)	3
CCOC(=O)CSc1cc(C)nc(N)n1	-13
COc1ccc(C(NC(C)=O)c2ccc3cccnc3c2O)c(OC)c1 (centres undefined)	-5
CCN(CC)S(=O)(=O)c1ccc2[nH]c(=O)[nH]c2c1	2
Cc1c(C)c2ccc(OC3CCCCC3=O)cc2oc1=O (centres undefined)	-2
CS(=O)(=O)Nc1ccc(C(=O)NCCSCc2ccco2)cc1	-18
Cc1cccc(N2C(=O)CC(N(C(=O)c3ccco3)c3cccc(C)c3)C2=O)c1 (centres undefined)	-1
Cn1c(C(=O)NCCC2=CCCCC2)cc2c(=O)n3ccccc3nc21	-3
O=S(=O)(N1CCCCC1)n1c(Cc2ccccc2)nc2ccccc21	-8
CCOc1ccccc1N1CC(C(=O)Nc2ccc(C(=O)O)cc2)CC1=O (centres undefined)	-13
CO[C@H]1C[C@@H]2CC[C@@H](C)[C@@](O)(O2)C(=O)C(=O)N2CCCC[C@H]2C(=O)O[C@H]([C@H](C)C[C@@H]2CC[C@@H](O)[C@H](OC)C2)CC(=O)[C@H](C)C=C(C)[C@@H](O)[C@@H](OC)C(=O)[C@H](C)C[C@H](C)C=CC=CC=C1C	3
Cc1oc2cc(O)ccc2c(=O)c1-c1cnn(-c2ccccc2)c1	-4
Cc1ccc2c(c1C)NC(C)CC2C (centres undefined)	-4
O=C(CSc1nc2[nH]ncc2c(=O)n1-c1ccccc1Br)NCc1ccco1	-4
COc1ccc(NC(=O)Nc2ccc(N3CCCC3=O)cc2)cc1OC	-4
CC(c1ccccc1)C1CC(=O)N(c2ccc(C(=O)O)cc2)C1=O (centres undefined)	-23
N#Cc1c(NC(=O)CN2CCOCC2)oc(-c2ccccc2)c1-c1ccccc1	2
CCOc1cccc(C(=O)N2CCCCC2c2cccnc2)c1 (centres undefined)	8
CN(C)S(=O)(=O)c1cccc(C(=O)NCC2CCCO2)c1 (centres undefined)	-19
Cc1nn(CCCNC(=O)C2CCCO2)cc1Br (centres undefined)	6
Cc1ccc(CNC(=O)CSc2ncccn2)cc1	-22
CN(C)CCNC(=O)c1cc2ccccc2oc1=O	-16
COc1ccc(OC)c(Nc2ncnc3c2cnn3-c2ccccc2)c1	11
COc1ccc(C)cc1S(=O)(=O)N(C)CC(=O)NC1CCCCC1	-22
COc1ccc(-c2nnc(SCCc3ccccc3)n2N)cc1	4
Nc1nc(Cl)nc2c1ncn2[C@@H]1O[C@H](CO)[C@@H](O)[C@H]1O	7
COc1ccc(S(=O)(=O)Nc2cc(C)ccc2OC)cc1C	6
O=C(O)c1ccc2[nH]c3c(c2c1)CSCC3	-1

A run of entries taken from the entries so far, for reference:
Compound	E coli WT inh
COc1ccc(S(=O)(=O)Nc2cc(C)ccc2OC)cc1C	6
O=C(O)c1ccc2[nH]c3c(c2c1)CSCC3	-1

Carrying on:
Compound	E coli WT inh
c1ccc(-c2ccc(OCCOCCn3cncn3)cc2)cc1	-12
O=C1CN=C(Nc2cccc(C(F)(F)F)c2)N1C1CCCC1	23
Cn1c(=O)n(-c2cccc(Cl)c2)c(=O)n1C	4
CN(C)S(=O)(=O)c1ccc(C(=O)N2CCCC2c2nc3ccccc3s2)cc1 (centres undefined)	7
COc1cc(NC(=O)CS(=O)(=O)c2ccc(C)cc2)cc(OC)c1OC	-25
CC(C)(C)NCc1cc2ccccc2[nH]c1=O	-4
CC(=O)c1c(C)oc2ccc(NS(=O)(=O)c3ccc(O)c(C(=O)O)c3)cc12	-3
Cc1cc(C)cc(Nc2ncc3c(n2)CC(c2ccco2)CC3=O)c1 (centres undefined)	8
Cc1nnc(SCC(=O)Nc2ccccc2NC(=O)CSc2nnc(C)s2)s1	-18
C=CCNC(=O)C1CC(=O)N(c2ccc(OCC(=O)Nc3cccc(OC)c3)cc2)C1 (centres undefined)	-18
O=C(Nc1ccc2c(c1)CCC2)C1CCCO1 (centres undefined)	-10
Cc1ccc(S(=O)(=O)N2C(=O)CCC2C(=O)N2CCN(C)CC2)cc1 (centres undefined)	-5
Cc1ccc(S(=O)(=O)N(C)c2nonc2C)cc1	-21
CCOC(=O)C1=C(C)NC(C)=C(C(=O)OC)C1c1cccc([N+](=O)[O-])c1 (centres undefined)	0
Nc1cccc2c1C(=O)N(c1ccccc1)C2=O	10
COc1ccccc1NC(=O)C(O)C(O)C(=O)Nc1ccccc1OC (centres undefined)	-2
Cc1cc(NC(=O)Cn2nc(C(F)(F)F)c3c2CCCC3)no1	-17
CC(=O)c1ccc(N2CCN(C(=O)c3cc(C)on3)CC2)cc1	-11
CCn1cc(C(=O)OCC(=O)OC2CC(C)CCC2C(C)C)c(=O)c2ccc(C)nc21 (centres undefined)	6
CS(=O)(=O)N1CCC(C(=O)Nc2ccc(Cl)c(C(F)(F)F)c2)CC1	2
CC(C)OC(=O)CSc1nc2cccnc2n1C1CCCCC1	4
CC(=O)Nc1c(O)nc(SCC(=O)N2CCN(c3ccc(F)cc3)CC2)[nH]c1=O	-16
O=C1CC(c2ccccc2)C(=O)N1c1cccc(O)c1 (centres undefined)	-18
C=CCOc1c(Cl)cc(C2NC(=O)NC(C)=C2C(=O)OC)cc1Cl (centres undefined)	-18
CCN(CC)C(=O)c1sc(NC(=O)c2ccco2)c(C#N)c1C	4
CS(=O)(=O)c1ccc2nc(NC(=O)c3cccs3)sc2c1	-10
CCOc1ccc(-c2nc(N)ncc2-c2ccccc2)c(O)c1	1
CCOP(=O)(c1ccc(N(C)C)cc1)C(O)c1c(Cl)cccc1Cl (centres undefined)	-3
c1ccc(CCc2ccccc2-c2nc(-c3ccccn3)no2)cc1	-7
O=C(CN(Cc1ccc2c(c1)OCO2)C(=O)CNS(=O)(=O)c1ccccc1)NCc1ccco1	1
CCOCC(=O)Nc1cccc(OC)c1	-20
CCN(CC)c1ccc2oc(=O)c(C)nc2c1	6
CC1=C(C(=O)Nc2ccccc2)C(c2cccs2)n2nnnc2N1 (centres undefined)	-20
COc1ccc(-c2nnc(NC(=O)c3cc(C)on3)s2)cc1	-23
O=S(=O)(c1ccc(Br)s1)N1CCc2ccccc2C1	-21
CCCCOCCCNC(=O)c1cccs1	-3
CCOC(=O)c1ccc(NC(=O)CN(C)S(=O)(=O)c2ccc(OC)cc2)cc1	-18
CC1(C)CC(=O)C(C=Nc2ccc3c(c2)OCO3)=C(O)C1	1
CC(C)C(=O)Nc1cccc(C(=O)NCCc2ccc(S(N)(=O)=O)cc2)c1	-14
COc1ccc(-n2c(=O)[nH]cc(C(=O)Nc3ccc(NC(C)=O)cc3)c2=O)cc1	4
CCCC(c1nnnn1Cc1ccc(OC)cc1)N1CCN(c2ccccc2OC)CC1 (centres undefined)	2
CCn1c(SCc2nc(-c3ccc(OC)c(OC)c3)no2)nnc1-c1cccs1	-16
O=C(CN(Cc1ccco1)C(=O)CNS(=O)(=O)c1ccc(F)cc1)NCCc1ccccc1	6
O=C(CN1C(=O)CCS(=O)(=O)c2ccccc21)Nc1cccc(F)c1	2
Cc1c(NC(=O)c2ccc(=O)oc2)c(=O)n(-c2ccccc2)n1C	0
O=C(CCn1nc(-c2ccccc2)c2ccccc2c1=O)NCC1CCCO1 (centres undefined)	-19
O=C(Nc1sccc1C(=O)N1CCOCC1)c1cccnc1	0
CCOc1ccc(S(=O)(=O)n2c(C)nc3ccccc32)cc1	6
CN(c1ccccc1C(=O)N1CCCC1)S(C)(=O)=O	-13
O=c1[nH]c(SCc2ccc(Cl)cc2)nc2c1CCC2	-14
CCCCCCC(=O)Nc1ccc(Cl)cn1	-16
Nc1nc2c(ncn2COCCO)c(=O)[nH]1	1
CCCCc1ccc(NC(=O)N[C@H](C(=O)O)C(C)CC)cc1 (some centres undefined)	3
CCOc1nc(-c2ccccc2)ccc1-c1noc(-c2cccnc2)n1	-4
CCCCn1c(C(C)O)nc2ccccc21 (centres undefined)	6
CCOC(=O)C1=C(CS(=O)(=O)c2ccc(F)c(C)c2)NC(=O)NC1c1ccc(O)c(O)c1 (centres undefined)	17
COCCN1CCn2c(nc3cc(NC(=O)c4ccc(OC)cc4)ccc32)C1	-13
Cc1ccc(CN2C(=O)CCC2C(=O)NC2CCCC2)cc1 (centres undefined)	0
Cc1cc(=O)oc2cc(OC(C)C(=O)N3CCCc4ccccc43)ccc12 (centres undefined)	-10
CC(C(=O)NC(=O)NC1CCCCC1)N1CCN(c2ccccn2)CC1 (centres undefined)	-2

The last 4 entries of the part above open the next one:
Compound	E coli WT inh
COCCN1CCn2c(nc3cc(NC(=O)c4ccc(OC)cc4)ccc32)C1	-13
Cc1ccc(CN2C(=O)CCC2C(=O)NC2CCCC2)cc1 (centres undefined)	0
Cc1cc(=O)oc2cc(OC(C)C(=O)N3CCCc4ccccc43)ccc12 (centres undefined)	-10
CC(C(=O)NC(=O)NC1CCCCC1)N1CCN(c2ccccn2)CC1 (centres undefined)	-2
Cc1ccc2nc(-c3ccccn3)cc(C(=O)N3CCN(c4ncccn4)CC3)c2c1	-4
CCOC(=O)c1cc2oc(C)cc2n1CC(=O)OC1CCCCC1	-1
CC(C(=O)O)N1C(=O)c2cccc3cccc1c23 (centres undefined)	-15
COc1cccc(C2CC(=O)Nc3cc4c(cc32)OCCO4)c1OC(C)C (centres undefined)	3
